Y pestis TopoI: inhibitors of Yersinia pestis topoisomerase I; Y. pestis Topo-I cleavage product accumulation, plate reader; activity, % at 10 µM; 0.064% of 360,000 active; in the data active means activity above about 50%, passing the limit was not always enough; inconclusive means no clear call, values can overlap the other calls; further: inactives centre near 2
PfHsp40 yeast: rescue of PfHsp40-mediated yeast toxicity. AID 504582. growth rescue, % at 12.5 µM. 0.68% of 340,000 active. S. cerevisiae expressing PfHsp40, growth rescue, ATP luminescence; in the data active means growth rescue above about 28%, passing the limit was not always enough; inconclusive means no clear call, values can overlap the other calls;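 further: yeast W303a lacking pdr1 and pdr3 grown in galactose medium; growth measured after three days at 30 °C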
PriA SSB inh: K. pneumoniae PriA-SSBct interaction inhibition. inhibition, % at 33 µM. AID 1272365. 0.6% of 430,000 active. AlphaScreen SSBct-PriA binding, biotinylated peptide; in the data active means inhibition mostly above about 37%, no sharp cut-off; inactive means mostly below about 20%;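 further: plate controls were negative control peptide for no effect and reference peptide for full effect; strong numbers were not always called active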
BoNT A protease: inhibitors of Botulinum neurotoxin A light chain protease. multiplex microsphere protease substrate cleavage, flow cytometry. inhibition, % at 10 µM. 0.17% of 360,000 active; further: plate controls were buffer without enzyme for full effect and enzyme alone for no effect
Anthrax LF prot: inhibitors of Bacillus anthracis lethal factor protease | P15917 | multiplex microsphere protease cleavage assay, LF | inhibition, % at 10 µM | 0.12% of 360,000 active; further: plate controls were buffer without enzyme for full effect and enzyme alone for no effect
Target sequence (P15917 whole entry, looked up): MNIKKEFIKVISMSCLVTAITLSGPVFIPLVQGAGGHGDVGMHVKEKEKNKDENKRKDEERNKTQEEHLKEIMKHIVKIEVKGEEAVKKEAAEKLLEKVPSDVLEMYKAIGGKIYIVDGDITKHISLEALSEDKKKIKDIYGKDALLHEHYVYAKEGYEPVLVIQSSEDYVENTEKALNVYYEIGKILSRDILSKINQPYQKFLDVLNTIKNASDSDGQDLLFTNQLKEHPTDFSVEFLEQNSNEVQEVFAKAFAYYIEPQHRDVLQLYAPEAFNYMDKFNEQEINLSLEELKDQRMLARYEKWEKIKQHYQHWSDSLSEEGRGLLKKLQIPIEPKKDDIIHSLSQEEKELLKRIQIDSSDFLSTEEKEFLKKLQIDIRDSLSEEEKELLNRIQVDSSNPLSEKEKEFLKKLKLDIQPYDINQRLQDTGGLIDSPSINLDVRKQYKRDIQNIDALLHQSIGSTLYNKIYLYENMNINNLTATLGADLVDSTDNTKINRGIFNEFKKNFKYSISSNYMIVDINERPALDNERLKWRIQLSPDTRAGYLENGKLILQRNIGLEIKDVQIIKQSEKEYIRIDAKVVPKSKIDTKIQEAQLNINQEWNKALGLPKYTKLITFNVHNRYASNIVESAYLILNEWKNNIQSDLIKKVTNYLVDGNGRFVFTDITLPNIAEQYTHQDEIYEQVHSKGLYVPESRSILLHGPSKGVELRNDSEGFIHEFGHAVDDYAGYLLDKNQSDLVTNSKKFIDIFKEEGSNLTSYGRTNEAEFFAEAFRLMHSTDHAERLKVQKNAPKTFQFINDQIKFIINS
Vc quorum ag: quorum light induction in luxS cqsA deficient V. cholerae | V. cholerae BH1578 lux reporter, luminescence, 6 h | activation, % at 18.7 µM | 0.16% of 350,000 active | AID 588436; in the data active means activation mostly above about 9.7%, no sharp cut-off; inconclusive means no clear call, values can overlap the other calls; inactive means mostly below about 3.7%; further: not every result past the cut was called active; inactives centre near 0; reference of the scale not given here
TcdB GH inh: inhibitors of Clostridioides difficile toxin B glycohydrolase; TcdB glycohydrolase enzymatic assay, plate reader; AID 652162; inhibition, % at 9.99 µM; 0.24% of 350,000 active; P18177; in the data active means inhibition above about 10%
PrPC TRFRET: inhibitors of human cell surface prion protein PrPC | 0.43% of 370,000 active | P04156 | AID 720596 | inhibition, % at 13.8 µM | TR-FRET read-out; in the data active means inhibition above about 24%; further: 0% = median of the test wells and 100% = reference compound wells
3CLpro inhibitor: SARS-CoV 3CLpro protease inhibition. 0.14% of 290,000 active. recombinant SARS-CoV 3CLpro, quenched FRET peptide cleavage. P0C6X7. inhibition, % at 6 µM; in the data active means inhibition above about 12%
Numbers without * were called inactive; i = inactive; ? = inconclusive; · = no result given. Unless noted, no stated cut-off is given here; in the data, active means inhibition above about 30%; inconclusive means no clear call, values can overlap the other calls; inactive means below that. This is a subset. The share of hits here may be higher or lower than overall.

Letter code: A = Y pestis TopoI; B = PfHsp40 yeast; C = PriA SSB inh; D = BoNT A protease; E = Anthrax LF prot; F = Vc quorum ag; G = TcdB GH inh; H = PrPC TRFRET; I = 3CLpro inhibitor
> COc1ccc(/C=C/C(=O)Nc2ccccc2C(=O)N2CCCC2)cc1
  A: 10; B: -0.5; C: -9; D: 0.2; E: 1; F: -0.5; G: ·; H: -4; I: 0
> Cc1cc(NC(=O)Nc2ccc(F)c(Cl)c2)no1
  A: 1; B: -0.6; C: -9; D: 0.1; E: -5; F: -1.2; G: ·; H: 3; I: -1
> COc1ccc2nc(SC)cc(C)c2c1
  A: 1; B: 0.1; C: -24; D: 0.0; E: 0; F: -0.3; G: 0.5; H: 9; I: 7
> COc1cc(CNc2ncnc3c2ncn3[C@H]2CN(Cc3cccs3)C[C@@H](CO)O2)cc(OC)c1OC
  A: 16; B: ·; C: ·; D: 0.1; E: -5; F: i; G: 0.3; H: -8; I: ·
> COc1ccccc1C(=O)Nc1ccnn1C1CCN(C(=O)C2CCOC2)CC1 (stereo not given)
  A: -1; B: -0.5; C: -4; D: 0.6; E: 2; F: 0.9; G: -0.2; H: 4; I: -6
> Nc1ccc(C(=O)OCC(=O)NC2CCCc3ccccc32)cc1[N+](=O)[O-] (stereo not given)
  A: -11; B: -0.5; C: -11; D: 0.7; E: 0; F: -6.2; G: ·; H: 2; I: 1
> O=C(CCCOc1ccc(Cl)cc1)NCCc1ccccc1
  A: 0; B: 2.6; C: -9; D: 0.5; E: 4; F: i; G: 1.0; H: -6; I: -1
> Cc1nc(-c2ccc(F)cc2)c(CC(=O)N2CCN(S(=O)(=O)c3cccc(F)c3)CC2)s1
  A: -11; B: 0.4; C: -5; D: 4.6; E: 2; F: i; G: 1.1; H: 6; I: ·
> N/C(=N\OC(=O)c1ccccc1Cl)c1ccccc1
  A: -11; B: 0.9; C: ·; D: ?; E: -2; F: i; G: ·; H: 1; I: 0
> Cc1noc(C)c1S(=O)(=O)N(C)C[C@H]1Oc2c(NC(=O)Nc3ccc4c(c3)OCO4)cccc2C(=O)N([C@H](C)CO)C[C@@H]1C
  A: 25; B: 1.2; C: -5; D: -0.2; E: 8; F: i; G: 0.9; H: 7; I: ·
> c1ccc(CN(Cc2ccccc2)Cc2nnc(-c3cc4ccccc4[nH]3)s2)cc1
  A: 2; B: -1.5; C: 11; D: 0.2; E: -7; F: -0.7; G: 0.6; H: -5; I: ·
> O=C(Nc1ccc(C(F)(F)F)cc1)N1CCN(c2ccnc3cc(Cl)ccc23)CC1
  A: -2; B: 1.7; C: -10; D: 1.1; E: ?; F: -0.6; G: 1.7; H: -4; I: -1
> COc1ccc(C(=O)CCC(C)(C)[N+](=O)[O-])cc1
  A: 1; B: -1.4; C: -8; D: -0.4; E: 1; F: i; G: 0.3; H: -1; I: -1
> CCCOc1cc(C)c(S(=O)(=O)NCCOC)cc1C
  A: 11; B: 2.1; C: 0; D: -7.3; E: -1; F: 14; G: ·; H: 2; I: 2
> Cc1sc(N=Nc2ccc(N(C)C)cc2)[n+]([O-])c1C
  A: -21; B: ·; C: ·; D: -0.3; E: -7; F: i; G: 0.7; H: -54; I: ·
> CC1(C(=O)NCc2ccc(C(F)(F)F)cc2)CCN1Cc1ccc(-c2ccccc2)o1 (stereo not given)
  A: 24; B: ·; C: ·; D: -0.4; E: 1; F: i; G: 0.5; H: 10; I: ·
> C1CCN=C(Nc2nc3c(s2)CCCC3)CC1
  A: 0; B: -1.3; C: -14; D: 0.3; E: -4; F: -0.2; G: 0.2; H: 5; I: 2
> COc1ccccc1NC(=S)N1CCN(c2nc(-c3ccccc3)cs2)CC1
  A: 24; B: 2.8; C: 3; D: -0.7; E: -3; F: -3.0; G: -1.3; H: 0; I: 3
> Cc1ccc(N2CN(CCC3=CCCCC3)CNC2=S)cc1
  A: 17; B: 1.0; C: -2; D: 1.0; E: 14; F: -0.5; G: 1.5; H: 1; I: 4
> Cc1c(NC(=O)C(C)OC(=O)c2ccccc2O)c(=O)n(-c2ccccc2)n1C (stereo not given)
  A: -14; B: 0.9; C: -4; D: 0.0; E: 2; F: i; G: 1.3; H: -7; I: ·
> Cc1ccc(NC(=O)CCC(=O)N/N=C/c2cccs2)cc1
  A: 3; B: -1.0; C: ·; D: -1.3; E: 0; F: ·; G: 0.6; H: -5; I: 1
> COc1ccc(N2CCN(C(=O)c3ccc4c(=O)n(Cc5ccc6c(c5)OCO6)c(=O)[nH]c4c3)CC2)cc1
  A: 2; B: -0.3; C: 3; D: -1.8; E: -2; F: i; G: -0.8; H: -2; I: 6
> CCCC1c2ccc(C)n2CCN1C(=O)Nc1ccccc1Cl (stereo not given)
  A: 4; B: -0.5; C: 11; D: -0.3; E: 2; F: i; G: ·; H: -6; I: -1
> Cn1c(=O)[nH]c(=O)c2c1nc(Br)n2CCCSc1nc2ccccc2o1
  A: 17; B: 0.3; C: -3; D: ?; E: 0; F: -0.2; G: ·; H: 11; I: -4
> CCC(=O)N1CCc2cc(Br)cc(S(=O)(=O)NCC3CCCN3CC)c21 (stereo not given)
  A: 1; B: -0.1; C: -10; D: -0.2; E: 3; F: i; G: ·; H: -2; I: -2

Next results
Screens in order: Y pestis TopoI	PfHsp40 yeast	PriA SSB inh	BoNT A protease	Anthrax LF prot	Vc quorum ag	TcdB GH inh	PrPC TRFRET	3CLpro inhibitor
> COCCCn1c(=N)c(C(=O)NCc2ccc3c(c2)OCO3)cc2c(=O)n3ccccc3nc21
→ 1	-1.0	1	1.1	0	-4.0	·	-57	-3
> O=C1N(CC(=O)N2CCc3ccccc32)CCN1Cc1ccc(Cl)cc1
→ -4	0.8	-7	-0.1	-12	0.9	·	46*	9
> Nc1cc(N)nc(SCC(=O)Nc2ccccc2)n1
→ -4	18	-8	-2.7	-1	-0.3	·	2	-2
> COC(=O)c1ccc(CSc2n[nH]c(-c3ccccc3)n2)o1
→ 8	4.2	0	-0.8	1	i	0.7	0	2
> O=C(c1ccncc1)N1CCN(c2cc(-c3ccccc3)nc3cc(-c4cccc(Cl)c4)nn23)CC1
→ 27	·	·	-0.2	8	0.6	0.1	-5	·
> CCOC(=O)N1CCc2c(sc(NC(=O)Cc3ccccc3)c2C(=O)c2ccc(OC)cc2)C1
→ 32	0.6	3	-1.0	-2	-0.3	5.7	-1	-2
> Cc1cc(C)n(-c2ccc(NC(=O)C3CCN(Cc4cc(C)c(C)o4)CC3)cc2)n1
→ 15	-1.1	10	0.8	1	i	-0.4	-5	2
> CC(C)C[C@H](NC(=O)c1nc[nH]c1C(=O)NCCNC(=O)OC(C)(C)C)C(=O)CNCCNC(=O)c1[nH]cnc1C(=O)N[C@@H](C)C(=O)OC(C)(C)C
→ 10	1.4	10	-0.2	-6	-0.7	0.2	7	·
> CCC(NS(=O)(=O)c1cccs1)c1ccc(C)cc1 (stereo not given)
→ 9	-0.1	-11	·	·	i	1.5	6	·
> Cc1ccc(OCC(=O)NC(=S)Nc2ccc(S(=O)(=O)Nc3cc(C)on3)cc2)c(Br)c1
→ -4	73*	-1	-0.3	0	·	0.5	4	9
> COc1ccc(NC(=O)COc2coc(CN3CCCc4ccccc43)cc2=O)cc1
→ 6	1.9	1	1.1	-3	i	5.6	11	·
> COc1ccc(CCNc2cc(N3CCN(C(=O)c4ccccc4OC)CC3)ccc2[N+](=O)[O-])cc1OC
→ 4	-0.4	-11	-0.7	2	i	1.9	-5	·
> O=C(C1=NOC2(C1)C(=O)Nc1ccccc12)N1CCCCC1 (stereo not given)
→ ·	·	·	-0.2	-6	·	0.9	0	·
> CCS(=O)(=O)N1CCCC(C(=O)c2ccc(OC)cc2C)C1 (stereo not given)
→ -11	0.5	-7	0.7	-4	-0.3	4.6	17	9
> CCOCc1c(C(=O)Nc2cc(OCC)c(N3CCOCC3)cc2OCC)oc2ccccc12
→ 14	0.3	15	-0.7	6	i	0.2	-1	-1
> O=C(COC(=O)c1c[nH]c(=O)[nH]c1=O)Nc1ccccc1F
→ 11	-0.5	-8	-1.3	-4	-0.1	-1.2	-7	-2
> Fc1ccc(OCc2cc(-c3ccccc3)no2)cc1
→ 24	-1.4	-17	-0.8	6	-0.9	0.1	-3	1
> CCOc1ccc(-c2[nH]nc3c2C(c2cccnc2)C(C#N)=C(N)O3)cc1 (stereo not given)
→ 8	-0.5	5	0.1	0	4.6	·	2	-3
> O=C(N/N=C\c1c(O)ccc2ccccc12)c1ccc(Cn2cccn2)o1
→ 7	-0.9	·	9.9	4	1.4	·	0	-2
> O=C(Cn1nc(C(=O)O)c2ccccc2c1=O)Nc1cccc(Br)c1
→ 3	0.3	5	0.4	-4	-0.2	1.1	13	5
> CCCCNc1ccncc1S(=O)(=O)NC(=O)NC(C)C
→ -2	-0.7	-10	0.3	-2	0.5	·	3	2
> Cc1cc(NO)nc(-c2ccc(Br)cc2)n1
→ 3	0.3	-10	-3.1	-2	-0.1	·	8	2
> CCCS(=O)(=O)Nc1c(C(=O)OC)[nH]c2ccccc12
→ -3	-1.5	-6	-0.1	-2	i	·	1	-2
> CN1CCc2c(sc3c2c(=O)n(-c2ccccc2)c2nnc(SCc4ccc(F)cc4)n32)C1
→ 7	-1.5	-6	-1.2	0	-0.5	0.8	-4	·
> CCn1nc(C)c(NS(=O)(=O)c2ccccc2)c1C
→ 0	-1.1	-1	-1.6	-8	-6.7	·	-5	1
> Cc1cc(C(F)(F)F)c(C#N)c(Sc2ccccc2)n1
→ 3	-0.5	-27	0.0	-5	0.7	·	6	1
> CSc1nc(C=Nc2ccccc2Cl)c(O)n1Cc1cccc(Cl)c1
→ 6	9.0	-2	0.2	-10	-0.3	-1.8	-1	-1
> Cc1cc(C)cc(-n2c(SCC(=O)NCc3ccc4c(c3)OCO4)nc3ccccc3c2=O)c1
→ 4	-1.5	9	-0.2	2	-0.3	0.2	-5	7
> O=C(Cc1ccc(S(=O)(=O)N2CCCCC2)s1)Nc1ccc(F)cc1F
→ -4	0.8	-12	0.4	-6	i	·	5	3
> C/C(=N/NC(=O)c1cccc(N2CCCC2=O)c1)c1ccc(Br)cc1
→ 24	-1.3	·	-1.1	3	4.0	-3.2	-7	3

Assay outcomes: PubChem BioAssay, several laboratories
